HepG2 viability: kills HepG2 cells in TGF-b inhibitor counter-screen. HepG2 CAGA-GFP viability, ATP luminescence, 18 h. Potency, µM (doses to about 46.1 µM), for inactives: at the highest dose activity change, negative = cytotoxicity, usual class: cytotoxic. actives 0.76% (n = 410,000); also: some results filed as inactive show a strong effect at the top dose
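HepG2 CAGA-GFP cells (1000/well, DMEM with 1% FBS) received compound, then TGF-beta at 500 pg/mL final, and were incubated 18 hours at 37 degrees C. Viability was read by CellTiter-Glo luminescence. Media-only wells were set as complete cell-killing and DMSO as no toxicity.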
EPAC2 antagonist: EPAC2 (human) antagonism; EPAC2 GEF exchange of Rap1B-BODIPY-GDP, fluorescence; Potency, µM (highest dose often 114 µM), without a hit: at the highest dose activity, negative = inhibition, most hits filed as inhibitors; actives 0.18% (n = 360,000); AID 720708; also: % is scaled to controls: 0 for no effect and ±100 for the full control effect; nearly all actives have a fitted effect of over 45% in size; many of its hits are not listed in these tables
Target sequence (Q8WZA2 whole entry, looked up): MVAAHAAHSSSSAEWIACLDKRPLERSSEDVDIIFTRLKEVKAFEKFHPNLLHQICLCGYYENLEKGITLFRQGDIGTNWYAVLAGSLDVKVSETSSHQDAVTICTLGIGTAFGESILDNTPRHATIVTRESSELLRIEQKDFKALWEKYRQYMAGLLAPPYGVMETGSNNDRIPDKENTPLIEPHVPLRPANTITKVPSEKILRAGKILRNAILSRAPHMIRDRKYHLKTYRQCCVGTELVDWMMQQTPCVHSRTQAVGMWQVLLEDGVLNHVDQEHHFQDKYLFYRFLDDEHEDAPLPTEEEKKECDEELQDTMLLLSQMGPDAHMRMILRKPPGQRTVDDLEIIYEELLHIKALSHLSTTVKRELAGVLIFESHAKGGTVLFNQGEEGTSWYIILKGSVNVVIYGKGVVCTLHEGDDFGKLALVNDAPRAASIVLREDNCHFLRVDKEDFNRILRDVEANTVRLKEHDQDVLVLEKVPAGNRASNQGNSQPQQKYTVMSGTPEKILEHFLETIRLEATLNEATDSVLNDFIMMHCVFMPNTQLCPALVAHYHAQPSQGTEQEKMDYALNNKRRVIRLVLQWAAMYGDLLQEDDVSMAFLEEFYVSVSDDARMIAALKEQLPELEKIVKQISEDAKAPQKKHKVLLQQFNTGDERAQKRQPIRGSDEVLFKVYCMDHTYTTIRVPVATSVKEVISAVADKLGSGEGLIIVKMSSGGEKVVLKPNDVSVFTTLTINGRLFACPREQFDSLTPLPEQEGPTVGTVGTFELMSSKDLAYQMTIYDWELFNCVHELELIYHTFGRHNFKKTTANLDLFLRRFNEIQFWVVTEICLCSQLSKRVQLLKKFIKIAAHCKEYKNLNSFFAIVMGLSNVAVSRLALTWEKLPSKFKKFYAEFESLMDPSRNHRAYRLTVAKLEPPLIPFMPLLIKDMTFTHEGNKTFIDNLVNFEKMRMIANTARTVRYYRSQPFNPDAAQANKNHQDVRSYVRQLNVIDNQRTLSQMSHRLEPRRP
MCF10A rerep: DNA re-replication induction in MCF 10a cells; MCF 10A DNA re-replication, Hoechst nuclear intensity, 48 h; Potency, µM (highest dose often 46.1 µM), for inactives: top-dose activity, positive = re-replication, usual class: activators; actives 2.9% (n = 350,000); also: % of control where 0% means no effect; nearly all actives have a fitted effect of over 50% in size
Nrf2 block: Nrf2 pathway inhibition; A549 ARE-Fluc reporter, luciferase luminescence, 18-24 h; Potency, µM (highest dose often 46 µM), for the others: at the top dose activity change, negative = inhibition, hits mostly inhibitors; actives 2.1% (n = 360,000); AID 504444; also: % is scaled to controls: 0 for no effect and ±100 for the full control effect; nearly all actives have a fitted effect of over 60% in size
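Two sequential reads on A549 ARE_Fluc cells exposed to compound for 18-24 h: a CellTiter-Fluor fluorescence read for viability, then a luciferase luminescence read for Nrf2/ARE activity.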
ATXN2 expr inh: inhibitors of ATXN2 expression | HEK-293 ATXN2-luciferase reporter, luminescence, 24 h | Potency, µM (titrated, usually from 57 µM), without a hit: top-dose activity change, negative = inhibition, hits mostly inhibitors | actives 0.72% (n = 360,000) | AID 1745845; also: % is scaled to controls: 0 for no effect and ±100 for the full control effect; nearly all actives have a fitted effect of over 55% in size
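qHTS (up to 57 uM final) was run with 24 h compound exposure of reporter cells at 37 °C. Each well was multiplexed: SteadyGlo luminescence measured ATXN2-luciferase expression after a fluorogenic Gly-Phe-AFC viability readout (25 uM final).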
S2 tox: cell viability loss in ATXN counter-screen. S2 cells (HEK-293 line with an ATXN2-luciferase reporter) viability, CellTiter-Fluor protease fluorescence, 24 h. Potency, µM (titrated, usually from 56.7 µM), most hits filed as cytotoxic. actives 0.49% (n = 400,000); also: nearly all actives have a fitted effect of over 40% in size
Nrf2 ARE act: activators of Nrf2 (ARE) signaling; AREc32 ARE-luciferase reporter (MCF7-derived line), luminescence, 24 h; Potency, µM (highest dose often 46.1 µM), without a hit: at the highest dose activation, usual class: activators; actives 0.31% (n = 410,000); also: % of control where 0% means no effect; nearly all actives have a fitted effect of over 65% in size
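Luminescent ARE reporter assay in AREc32_Fluc cells: overnight plating at 37 deg C, 24 hr compound incubation, Steady-Glo added, 30 min RT before reading.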
TGFb SMAD3 inh: inhibitors of TGF-b signaling; Potency, µM (top dose mostly 46.1 µM), without a hit: at the highest dose activity, negative = inhibition, usual class: inhibitors; AID 588855; HepG2 CAGA-GFP TGF-b/SMAD3 reporter, GFP fluorescence, 18 h; TGF-beta stimulated, 500 pg/mL final; actives 1.2% (n = 410,000); also: % is scaled to controls: 0 for no effect and ±100 for the full control effect; nearly all actives have a fitted effect of over 65% in size
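Using HEPG2 CAGA-GFP reporter cells at 1000 cells/well, we pinned test compounds, stimulated with recombinant TGF-beta (500 pg/mL final) and measured total well GFP after 18 h.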
A549 viability: kills or reduces viability of A549 cells in Nrf2 counter-screen; A549 ARE-Fluc cells, CellTiter-Fluor viability, 18-24 h; Potency, µM (titrated, usually from 46 µM), without a hit: at the highest dose activity change, negative = cytotoxicity, actives largely listed as inhibitors; actives 0.16% (n = 390,000); AID 504648; also: % is scaled to controls: 0 for no effect and ±100 for the full control effect
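Cytotoxicity counterscreen: CellTiter-Fluor fluorescence was measured in A549 ARE_Fluc cells after 18-24 h of compound exposure in a concentration series. The subsequent BugLite luminescent read reports ARE-luciferase activity.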
* hit, by the source's call; i = inactive; ? = inconclusive; . = not tested or not shown; [ ] = dose if it differs, or a comment. Calls follow the shape of the dose curve; as a rule, active = well fitted curve in the direction sought with a large enough effect; inconclusive = small, poorly fitted or top-dose-only effect, or another doubt; inactive = no such curve, though single readings can be large; an effect the other way counts as inactive or inconclusive. Potency is read from the fitted curve at half-maximal effect. This is a subset; count on the stated rates, not on these rows.

Assay codes: A = HepG2 viability; B = EPAC2 antagonist; C = MCF10A rerep; D = Nrf2 block; E = ATXN2 expr inh; F = S2 tox; G = Nrf2 ARE act; H = TGFb SMAD3 inh; I = A549 viability
smiles: C/C(N)=C(/C#N)C(=O)COC(=O)c1cc(-c2ccc(C)cc2)nc2ccccc12
  A: 5%	B: 3%	C: -2%	D: 1%	E: -2%	F: i	G: 0.1%	H: 0%	I: -8%
smiles: COC(=O)Nc1ccc(S(=O)(=O)Nc2cc(C(F)(F)F)c[nH]c2=O)cc1
  A: 2%	B: -9%	C: -2%	D: 16%	E: 8%	F: i	G: -0.7%	H: 17%	I: -7%
smiles: COc1ccccc1-c1noc(CCC(=O)Nc2ccccc2Cl)n1
  A: -22%	B: 9%	C: -1%	D: 6%	E: -4%	F: i	G: 2.7%	H: 8%	I: 1%
smiles: COC(=O)Cn1ncn2cccc2c1=O
  A: 21%	B: 12%	C: -4%	D: 19%	E: 10%	F: i	G: 0.2%	H: 1%	I: 2%
smiles: O=S(=O)(Cc1ccccc1)N1CCCCC1
  A: -11%	B: -2%	C: -6%	D: 1%	E: 5%	F: i	G: -0.9%	H: 0%	I: 1%
smiles: COc1ccc2c(c1)OC[C@H]1[C@H]2N2C(=O)c3cc(Cl)ccc3NC(=O)[C@@]2(C)[C@H]1c1ccccc1
  A: -22%	B: 3%	C: -5%	D: 0%	E: -17%	F: i	G: 4.0%	H: -3%	I: 0%
smiles: COc1ccc(CN2C(=O)c3ccccc3C(/C=N\OCc3ccc(F)cc3)C2=O)cc1 (centres undefined)
  A: -17%	B: -10%	C: 7%	D: .	E: -17%	F: i	G: 1.7%	H: ?	I: 1%
smiles: COc1ccc(C(=O)N(c2c(C)cccc2C)C(COC(C)=O)COC(C)=O)cc1
  A: .	B: -14%	C: .	D: .	E: 0%	F: i	G: -1.1%	H: .	I: .
smiles: Nc1ccccc1CNc1nc(NCCO)nc2c1ncn2CCN1CCOCC1
  A: -6%	B: 12%	C: 2%	D: 0%	E: 13%	F: i	G: 0.8%	H: 14%	I: -4%
smiles: CCOC(=O)N1CCN(C(=O)c2ccc3ccccc3c2)CC1
  A: -7%	B: 11%	C: 0%	D: 2%	E: 3%	F: i	G: 0.0%	H: -2%	I: 3%

Looked up by structure from above (5):
Assay codes: A = HepG2 viability; B = EPAC2 antagonist; C = MCF10A rerep; D = Nrf2 block; E = ATXN2 expr inh; F = S2 tox; G = Nrf2 ARE act; H = TGFb SMAD3 inh; I = A549 viability
smiles: CCOC(=O)N1CCN(C(=O)c2ccc3ccccc3c2)CC1
  A: -7%	B: 11%	C: 0%	D: 2%	E: 3%	F: i	G: 0.0%	H: -2%	I: 3%
smiles: O=S(=O)(Cc1ccccc1)N1CCCCC1
  A: -11%	B: -2%	C: -6%	D: 1%	E: 5%	F: i	G: -0.9%	H: 0%	I: 1%
smiles: COc1ccccc1-c1noc(CCC(=O)Nc2ccccc2Cl)n1
  A: -22%	B: 9%	C: -1%	D: 6%	E: -4%	F: i	G: 2.7%	H: 8%	I: 1%
smiles: COC(=O)Cn1ncn2cccc2c1=O
  A: 21%	B: 12%	C: -4%	D: 19%	E: 10%	F: i	G: 0.2%	H: 1%	I: 2%
smiles: Nc1ccccc1CNc1nc(NCCO)nc2c1ncn2CCN1CCOCC1
  A: -6%	B: 12%	C: 2%	D: 0%	E: 13%	F: i	G: 0.8%	H: 14%	I: -4%

Carrying on:
Assay codes: A = HepG2 viability; B = EPAC2 antagonist; C = MCF10A rerep; D = Nrf2 block; E = ATXN2 expr inh; F = S2 tox; G = Nrf2 ARE act; H = TGFb SMAD3 inh; I = A549 viability
smiles: O=C(Nc1ccc(Cl)cn1)c1ccc(-c2ccc(Cl)c(Cl)c2)o1
  A: 9%	B: 10%	C: 18µM*	D: -21%	E: ?	F: ?	G: -0.2%	H: 13%	I: 1%
smiles: COc1ccccc1NC(=O)CSc1nnc(Cn2cnc3ccccc32)o1
  A: 21%	B: -8%	C: -4%	D: -1%	E: -22%[11.3 µM]	F: i	G: -0.5%	H: 33%[activator]	I: 1%
smiles: CC(C)CC(=O)Nc1cccc(-c2cn3cccnc3n2)c1
  A: 7%	B: .	C: .	D: .	E: 9%	F: i	G: 7.1%	H: 27%	I: 8%
smiles: O=C(CSc1ccc(-c2cccnc2)nn1)N1CCCCCC1
  A: -1%	B: 3%	C: -25%	D: 0%	E: 17%	F: i	G: -0.5%	H: 4%	I: -3%
smiles: O=C(Nc1nc2cc3c(cc2s1)OCO3)C1CC1
  A: 0%	B: 2%	C: 9%	D: ?	E: -38%	F: i	G: 4.5%	H: -1%	I: -8%
smiles: O=C(CC1SCCNC1=O)Nc1cc(Cl)cc(Cl)c1 (centres undefined)
  A: 2%	B: 7%	C: 8%	D: .	E: 8%	F: i	G: 0.4%	H: 3%	I: -3%
smiles: O=C(NNC(=O)c1cc(Br)ccc1Cl)c1csc(N2CCOCC2)n1
  A: 6%	B: 0%	C: -9%	D: 5%	E: 5%	F: i	G: 0.3%	H: 5%	I: 2%
smiles: COc1cc(/C=N/NC(=O)c2nnn(-c3nonc3N)c2-c2cccs2)ccc1O
  A: 6%	B: -17%	C: 1%	D: ?	E: .	F: i	G: -0.7%	H: 18%	I: 1%
smiles: CCOC(=O)/C(C#N)=C1/C(=O)N(Cc2ccccc2)c2ccccc21
  A: -20%	B: -20%	C: ?	D: ?	E: -12%	F: i	G: 2.4%	H: -18%	I: 2%
smiles: CSc1nsc(/C=C/Nc2ccc(C)c(C)c2)c1C#N
  A: 0%	B: -5%[57.1 µM]	C: 1.2µM*	D: -12%	E: .	F: ?	G: 11%	H: 2%	I: 0%
smiles: CCOC(=O)c1[nH]cnc1C(=O)NC1CCCCC1
  A: -18%	B: 6%	C: 1%	D: 1%	E: -25%	F: i	G: 0.2%	H: -5%	I: -3%
smiles: Cc1c2cnn(-c3ccccc3)c(=O)c2c(C)n1CC(=O)NCc1ccc(Cl)cc1
  A: -11%	B: .	C: .	D: -29%	E: -1%	F: i	G: -1.3%	H: 0%	I: -6%
smiles: CC1=C(C(=O)Nc2cc(C)ccn2)C(c2cnn(C)c2)C2=C(CC(c3ccccc3)CC2=O)N1 (centres undefined)
  A: -3%	B: -4%	C: -3%	D: ?	E: -2%	F: i	G: 4.2%	H: -3%	I: -18%
smiles: O=C(Cc1nc(=O)c2ccccc2s1)Nc1ccccc1
  A: -4%	B: -24%	C: 841%[0.0737 µM]	D: ?	E: -7%	F: i	G: ?	H: -24%	I: -8%
smiles: COCCn1c(SCC(=O)NC2CCCCC2C)nc2ccccc2c1=O (centres undefined)
  A: 19%	B: -10%	C: -2%	D: -12%	E: -3%	F: i	G: -0.6%	H: 15%	I: -4%
smiles: Cc1onc(-c2c(F)cccc2Cl)c1C(=O)Nc1cccc(S(=O)(=O)NC2=NCCC2)c1
  A: -39%	B: 6%	C: 3%	D: -3%	E: -4%	F: i	G: 0.1%	H: -9%	I: 1%
smiles: Cc1cccc(OCC(=O)OCC(=O)N2CCCc3ccccc32)c1C
  A: -2%	B: 0%	C: -6%	D: 7%	E: 3%	F: i	G: 0.3%	H: 7%	I: -3%
smiles: COc1cc(/C=N/NC(=O)CN2CCCCC2)ccc1OCc1ccc(Br)cc1
  A: -4%	B: -5%	C: 4%	D: ?	E: 71%[activator]	F: i	G: 4.8%	H: -8%	I: -3%
smiles: CCCn1c(NC(=O)c2ccc(F)cc2)nc2ccccc21
  A: 0%	B: 3%	C: ?	D: ?	E: 12%	F: i	G: 3.3%	H: 21%	I: -4%
smiles: O=C(CP(=O)(c1ccccc1)c1ccccc1)Nc1cccc(CP(=O)(c2ccccc2)c2ccccc2)c1
  A: -18%	B: -3%	C: -6%	D: -7%	E: -35%	F: i	G: 2.9%	H: 0%	I: 3%
smiles: O=C1C2C3CCC(C3)C2C(=O)N1Cc1ccco1 (centres undefined)
  A: 9%	B: 9%	C: 5%	D: -6%	E: 1%	F: i	G: -0.2%	H: 9%	I: 0%
smiles: COc1ccc(Cl)cc1NC(=O)c1nn(C)c2c1CS(=O)(=O)c1ccccc1-2
  A: -1%	B: .	C: .	D: -12%	E: 2%	F: i	G: -0.8%	H: -6%	I: -9%
smiles: CCCNC(=O)C1(C)CCCN(C(=O)c2ccc3snnc3c2)C1 (centres undefined)
  A: 3%	B: 36%[activator]	C: .	D: .	E: 5%	F: i	G: -1.0%	H: 3%	I: .
smiles: COCCCN=Cc1c(C)[nH]n(-c2ccc(Br)c(C)c2)c1=O
  A: -30%	B: -13%	C: ?	D: ?	E: 36%[activator]	F: i	G: -1.6%	H: ?	I: -1%
smiles: Cn1c(=O)c2c(nc(NNC(=O)C(F)(F)F)n2C)n(C)c1=O
  A: 12%	B: 2%	C: 5%	D: 4%	E: 22%	F: i	G: -0.4%	H: -1%	I: 0%
smiles: CNC[C@@H]1Oc2ccc(NC(=O)Nc3c(C)noc3C)cc2CC(=O)N([C@H](C)CO)C[C@H]1C
  A: 1%	B: 3%	C: -16%	D: 0%	E: 9%	F: i	G: -0.4%	H: 0%	I: -7%
smiles: Cc1csc(NC(=O)CCC(=O)N(CC(=O)NC2CCCCC2)c2ccccc2)n1
  A: 1%	B: 2%	C: -1%	D: -9%	E: -7%	F: i	G: -0.1%	H: -11%	I: -4%
smiles: N#Cc1c(-c2ccccc2)cc(-c2ccccc2)nc1SCC(O)CS(=O)(=O)Cc1ccccc1 (centres undefined)
  A: -15%	B: .	C: .	D: -9%	E: -8%	F: ?	G: 5.0%	H: -11%	I: -8%
smiles: C#CCOCCOCCOCCNc1nc(N2CCN(C(=O)Cn3cc(CCCCN)nn3)CC2)nc(N2CCN(C(=O)Cn3cc(CC(C)O)nn3)CC2)n1 (centres undefined)
  A: 3%	B: 6%	C: 8%	D: -1%	E: -2%	F: i	G: 0.0%	H: 3%	I: 2%
smiles: COc1ccc(-c2nc(CS(=O)CC(=O)NC3CCCCC3C)c(C)o2)cc1 (centres undefined)
  A: -3%	B: -3%	C: 0%	D: 8%	E: -1%	F: i	G: -0.5%	H: ?	I: 2%
smiles: CCCOc1ccc(-c2nn(-c3ccccc3)cc2/C=C2\SC(N)=NC2=O)cc1
  A: 6%	B: 1%	C: 4.6µM*	D: ?	E: -18%[11.3 µM]	F: .	G: 0.1%	H: 1%	I: -2%
smiles: Cc1ccc(Nc2nc(N)c3ccccc3n2)cc1C
  A: -96%	B: -1%	C: 20%	D: ?	E: .	F: i	G: -3.0%	H: ?	I: 9%

High-throughput results as filed in PubChem.
